Screening results: PubChem, University of Kansas High Throughput Screening Laboratory
Pf apPOL block – Pf-apPOL DNA polymerase inhibition; Recombinant Pf-apPOL, molecular beacon fluorescence, 1.5 h; inhibition, % at 10 µM; hit rate 0.25% among 210,000; AID 1794808
mHTT-CaM PPI inh – mHTT-calmodulin interaction abrogation; P42858; AlphaScreen His-mHTT/GST-CaM binding, luminescence; AID 1671202; inhibition, % at 15 µM; hit rate 3.6% among 190,000;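 note: 0% = both proteins with DMSO and 100% = one protein alone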
Target sequence (P42858 whole entry, looked up, stated change not applied): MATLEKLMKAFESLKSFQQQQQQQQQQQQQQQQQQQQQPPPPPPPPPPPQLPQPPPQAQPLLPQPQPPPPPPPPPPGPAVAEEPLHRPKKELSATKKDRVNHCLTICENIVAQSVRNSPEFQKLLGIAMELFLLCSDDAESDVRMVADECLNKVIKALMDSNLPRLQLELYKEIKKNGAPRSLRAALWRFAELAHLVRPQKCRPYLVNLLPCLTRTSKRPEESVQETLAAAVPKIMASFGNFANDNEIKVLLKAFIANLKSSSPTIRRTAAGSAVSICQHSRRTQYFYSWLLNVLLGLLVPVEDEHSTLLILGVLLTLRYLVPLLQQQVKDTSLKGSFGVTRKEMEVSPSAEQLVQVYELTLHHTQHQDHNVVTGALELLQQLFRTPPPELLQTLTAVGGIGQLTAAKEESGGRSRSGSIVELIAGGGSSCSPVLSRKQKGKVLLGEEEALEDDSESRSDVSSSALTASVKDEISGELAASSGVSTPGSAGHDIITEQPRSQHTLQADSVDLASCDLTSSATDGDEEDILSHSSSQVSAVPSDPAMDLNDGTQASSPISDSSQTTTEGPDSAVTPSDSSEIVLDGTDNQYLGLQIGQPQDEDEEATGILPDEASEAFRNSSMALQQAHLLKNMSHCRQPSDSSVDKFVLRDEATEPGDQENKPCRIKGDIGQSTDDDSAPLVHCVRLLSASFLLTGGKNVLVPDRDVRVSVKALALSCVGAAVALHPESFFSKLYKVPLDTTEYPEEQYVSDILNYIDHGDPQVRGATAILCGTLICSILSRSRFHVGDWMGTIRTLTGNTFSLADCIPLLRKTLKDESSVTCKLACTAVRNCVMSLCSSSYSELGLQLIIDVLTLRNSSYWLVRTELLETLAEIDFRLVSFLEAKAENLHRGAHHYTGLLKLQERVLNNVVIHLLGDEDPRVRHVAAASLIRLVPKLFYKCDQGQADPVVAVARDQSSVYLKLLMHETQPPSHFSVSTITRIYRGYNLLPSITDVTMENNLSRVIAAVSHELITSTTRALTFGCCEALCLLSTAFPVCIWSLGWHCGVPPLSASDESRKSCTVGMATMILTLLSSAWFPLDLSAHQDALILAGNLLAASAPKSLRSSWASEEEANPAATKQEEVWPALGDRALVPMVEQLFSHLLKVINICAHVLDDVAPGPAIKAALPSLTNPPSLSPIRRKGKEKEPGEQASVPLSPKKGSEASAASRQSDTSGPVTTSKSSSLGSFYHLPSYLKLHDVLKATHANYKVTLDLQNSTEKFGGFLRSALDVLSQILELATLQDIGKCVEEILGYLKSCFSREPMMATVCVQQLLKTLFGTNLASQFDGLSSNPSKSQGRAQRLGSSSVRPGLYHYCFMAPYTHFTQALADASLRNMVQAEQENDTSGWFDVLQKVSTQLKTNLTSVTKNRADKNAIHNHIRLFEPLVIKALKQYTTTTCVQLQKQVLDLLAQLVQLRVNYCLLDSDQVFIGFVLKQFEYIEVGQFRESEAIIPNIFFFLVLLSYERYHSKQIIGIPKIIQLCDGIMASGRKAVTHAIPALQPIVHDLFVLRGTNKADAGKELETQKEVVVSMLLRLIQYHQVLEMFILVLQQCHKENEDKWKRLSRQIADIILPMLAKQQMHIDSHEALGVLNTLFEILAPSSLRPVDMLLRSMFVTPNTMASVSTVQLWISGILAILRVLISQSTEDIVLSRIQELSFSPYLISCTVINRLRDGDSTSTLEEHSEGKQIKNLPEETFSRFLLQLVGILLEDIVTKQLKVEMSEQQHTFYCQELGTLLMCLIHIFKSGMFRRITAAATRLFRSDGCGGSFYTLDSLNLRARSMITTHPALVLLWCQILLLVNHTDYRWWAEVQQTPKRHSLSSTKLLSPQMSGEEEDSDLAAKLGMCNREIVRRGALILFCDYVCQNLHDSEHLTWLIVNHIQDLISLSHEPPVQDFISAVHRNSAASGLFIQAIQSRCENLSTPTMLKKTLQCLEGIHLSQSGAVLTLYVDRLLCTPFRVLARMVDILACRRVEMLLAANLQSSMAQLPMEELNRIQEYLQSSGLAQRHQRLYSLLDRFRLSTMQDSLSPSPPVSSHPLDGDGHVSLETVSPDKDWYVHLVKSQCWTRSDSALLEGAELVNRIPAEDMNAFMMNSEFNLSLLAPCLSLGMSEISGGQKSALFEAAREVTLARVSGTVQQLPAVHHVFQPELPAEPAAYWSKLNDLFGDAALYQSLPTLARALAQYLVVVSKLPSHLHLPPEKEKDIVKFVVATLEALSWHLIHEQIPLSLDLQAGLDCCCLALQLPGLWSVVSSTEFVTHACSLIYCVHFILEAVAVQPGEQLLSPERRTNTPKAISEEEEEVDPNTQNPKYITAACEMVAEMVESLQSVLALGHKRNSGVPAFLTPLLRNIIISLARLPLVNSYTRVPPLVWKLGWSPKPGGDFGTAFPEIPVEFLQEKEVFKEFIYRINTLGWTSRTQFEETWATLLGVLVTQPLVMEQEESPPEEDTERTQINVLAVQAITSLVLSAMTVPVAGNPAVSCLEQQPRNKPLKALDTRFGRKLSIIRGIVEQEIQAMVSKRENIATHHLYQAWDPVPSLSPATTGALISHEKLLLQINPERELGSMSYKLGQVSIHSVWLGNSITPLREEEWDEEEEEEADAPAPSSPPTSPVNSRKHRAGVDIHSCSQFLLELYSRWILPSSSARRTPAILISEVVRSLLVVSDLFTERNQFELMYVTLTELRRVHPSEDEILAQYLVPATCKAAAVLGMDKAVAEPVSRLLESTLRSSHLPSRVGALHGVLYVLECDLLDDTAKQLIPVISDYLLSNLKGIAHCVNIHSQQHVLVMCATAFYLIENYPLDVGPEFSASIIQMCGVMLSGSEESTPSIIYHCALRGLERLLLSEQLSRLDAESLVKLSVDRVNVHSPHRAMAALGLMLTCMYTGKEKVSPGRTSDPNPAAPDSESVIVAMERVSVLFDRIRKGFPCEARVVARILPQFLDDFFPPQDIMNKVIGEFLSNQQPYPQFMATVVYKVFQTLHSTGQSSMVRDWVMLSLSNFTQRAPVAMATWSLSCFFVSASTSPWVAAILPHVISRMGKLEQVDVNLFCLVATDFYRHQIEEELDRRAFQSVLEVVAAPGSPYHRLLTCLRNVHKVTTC
Numbers without * were called inactive; · = not tested or not shown; & = joins results of further samples. Cut-off read from the data, not from the text of the source: active = inhibition above about 50%; inactive = the rest. The order is random; overall some 3.5% were active at least once.

SMILES	Pf apPOL block	mHTT-CaM PPI inh
O=C1CC(N2CCN(Cc3ccc4c(c3)OCO4)CC2)C(=O)N1c1ccc(F)cc1 (centres undefined)	0&0	-4&-3
Cc1cc2c(c(=O)o1)C(c1c(Cl)cccc1Cl)C(C#N)=C(N)O2 (centres undefined)	-4	4
COc1cc(OC)cc(C(=O)N2CCCC2COc2ccc(C(=O)N3CCCC3)cc2)c1 (centres undefined)	7	9
COc1ccc(OC)c(NC(=O)COc2cc(C)c(Br)c(C)c2)c1	-9	-1
Cc1cccc(C(=O)N2CCCC(COc3ccc(C(=O)NC4CC4)cc3)C2)c1 (centres undefined)	-3	5
CCOc1ccccc1N1C(=O)C2C3c4ccccc4C(C(=O)O)(c4ccccc43)C2C1=O (centres undefined)	-5	-2
O=C(c1ccccc1)N1CCN(S(=O)(=O)c2cccc([N+](=O)[O-])c2)CC1	-6	16
CC(C(=O)N1CCCCCC1)C1CCN(S(=O)(=O)c2ccc(Cl)s2)CC1 (centres undefined)	3	7
CC(=O)N(C1=C(N2CCCC2)C(=O)c2ccccc2C1=O)c1ccc(F)c(F)c1	-4	100*
CC(=NNc1ncc(C(F)(F)F)cc1Cl)c1ccc(Oc2c(Cl)cncc2Cl)cc1	0	·
COc1ccc(-c2noc(C3CCN(CC(=O)NC4CCCCC4)CC3)n2)cc1	-2	3
c1ccc2c(N3CCCC3)nnc(-c3nc(C4CC4)no3)c2c1	-9	33
O=C(NCC1CCN(Cc2ccco2)CC1)c1ccccc1Cl	-3	-8
O=C(Cn1nc2c(SCc3ccccc3)nccn2c1=O)NC1CCCC1	-4	-10
CCc1ccc2nc(N3CCC(C(=O)NCCCN4CCCC4)CC3)sc2c1	-1	4
Cc1ccc(C(=O)N2CCc3c(c(-c4nc(-c5ccccc5)no4)nn3C)C2)cc1F	-2	-2
Cc1ccc(C)c(OCC(O)CN2C(C)CCCC2C)c1 (centres undefined)	-1	0
O=[N+]([O-])c1cc(N=Cc2nc(-c3ccccc3Br)oc2O)ccc1Cl	0	0
Cc1ccc(S(=O)(=O)NC(=O)Nc2cc(C(C)(C)C)on2)cc1	-9	·
CCCCN1C(=O)C(C)(C(=O)Nc2ccc(C)cc2)Oc2cccnc21 (centres undefined)	-3	-19
CCN1CCN(c2ncc3c(n2)CCN(Cc2ccc(OC)c(OC)c2)C3)CC1	-4	15
CCOc1ccc(N2CC(O)Cn3c2nc2c3c(=O)[nH]c(=O)n2C)cc1 (centres undefined)	-6	-3
O=c1[nH]cccc1NS(=O)(=O)c1ccc(F)cc1	·	1
COC(=O)c1cc(Nc2ccc(OC)cc2OC)c2ccccc2n1	4	5
CSC[C@H]1CN(c2ccc(Br)cc2)C(=O)[C@@H]1CC(=O)Nc1ccc(Br)cc1	3	26
COc1nccnc1N1CCC(N(C)S(=O)(=O)c2cccnc2)C1 (centres undefined)	0	-3
CCOc1cc2c(cc1OCC)C1CC(=O)N(c3ccc(OC)c(OC)c3)C(=O)N1CC2 (centres undefined)	0	28
O=S1(=O)CC(N2CCSCC2)CN1Cc1cn(Cc2ccc(Cl)cc2)nn1 (centres undefined)	-6	0
COc1ccc(Br)cc1CNC(=O)c1ccc2c(c1)NC(=O)C1CCCCN21 (centres undefined)	2	-1
O=C(NCc1ccncc1)C1CCc2nc(N3CCN(C(=O)C4CCC4)CC3)sc2C1 (centres undefined)	-1	5
CC1CCCCC1NC(=O)CCCc1cn(C)c2ccccc12 (centres undefined)	-15	3
Cc1ccccc1S(=O)(=O)N1CCC(CN2CCCCC2)CC1	3	-1
COC(=O)C(C)Oc1ccc2c(c1C)OC(=Cc1ccc3c(c1)OCO3)C2=O (centres undefined)	-4	-6
O=C(Cc1ccccc1)N1CCC(c2ccccc2)=N1	-3	1
Cn1nc(C(=O)N2CC3CC(NC(=O)c4cccs4)C2C3)c2ccccc21 (centres undefined)	-1	2
C=CCNCCOc1ccccc1-c1ccccc1	1	-8
COC(=O)c1ccccc1NC(=O)C1CC(=O)N(c2ccc(C(C)(C)C)cc2)C1 (centres undefined)	2	-10
Cc1nn(C)cc1Br	·	-2
Cc1nnc(NS(=O)(=O)c2ccc(OC(F)(F)F)cc2)s1	2	·
O=C(NCCc1cscn1)C1CCN(C(=O)c2cccc(F)c2)CC1	-3	-7
COC(=O)C1=C(OS(=O)(=O)c2ccc(C)cc2)CSC1	4	·
CN(C)c1cccc(C(=O)NCC2CCN(c3cc(-c4ccncc4)[nH]n3)CC2)c1	-6	25
CCNC(=O)N1CCc2c(c(COCc3ccc(F)cc3Cl)nn2C)C1	-2	7
COc1ccccc1C1C(=C(O)c2ccccc2)C(=O)C(=O)N1Cc1cccnc1 (centres undefined)	-8	5
Cc1c(NC(=O)C2(c3ccccc3)CCOCC2)c(=O)n(-c2ccccc2)n1C	-5	-14
O=C(NCc1cccs1)C(=O)NCC(c1ccco1)N1CCOCC1 (centres undefined)	-7	-7
COc1c(CO)cc(C)cc1CO	-2	·
O=C(NC1CCCCC1)C1CC1c1ccccc1 (centres undefined)	2	-9
Cc1ccc(S(=O)(=O)N2CCC(c3ccncc3)CC2)cc1C	-4	-4
COc1ccc(-c2coc3c4c(ccc3c2=O)OCN(C2CCS(=O)(=O)C2)C4)cc1OC (centres undefined)	-4	-3
Cc1ccc(C(=O)N/C(=C/c2ccco2)C(=O)NCCc2ccccn2)cc1C	-3	11
OCCN1CNC(=S)NC1	-5	-3
O=C(Cn1c(-c2cncs2)nc2ccccc21)Nc1ccccc1Cl	2	12
O=C(NCCn1ncccc1=O)Nc1ccccc1C(F)(F)F	-5	-19
CCCCN(CCCC)S(=O)(=O)c1ccc(OC)c2ncccc12	1	-2
O=C(c1cccs1)N1CCOC(CN(C(=O)c2ccc(F)cc2)C2CCCC2)C1 (centres undefined)	1	3
Cc1cccc(N(C)C(=O)CN2C(=O)NC3(CCC(C(C)(C)C)CC3)C2=O)c1 (centres undefined)	-5	1
CCn1nc(CNC(=O)c2ccccn2)c2ccccc21	-9	0
Cc1cc(OC(=O)c2cccnc2Oc2ccccc2)n(-c2ccccc2)n1	3	·
CCOc1ccc(C(=O)Nc2c3c(nn2-c2ccc(F)cc2)CS(=O)(=O)C3)cc1	0	8

The listing continues:
SMILES	Pf apPOL block	mHTT-CaM PPI inh
CC(C(=O)NCCN1CCCCC1)C1CCN(S(=O)(=O)c2cccs2)CC1 (centres undefined)	3	7
Cc1nn(-c2ccc(N3CCN(S(C)(=O)=O)CC3)nn2)c(C)c1C	-6	-2
COc1ccc(CNC(=O)c2ccc(C(C)C)cc2)cc1	0	-10
O=C(O)CC12CC3CC(Br)(CC(Br)(C3)C1)C2	-4&5	·
Cc1cccc(NC(=O)c2ccc(S(=O)(=O)N3CCOCC3)cc2)n1	-1	-4
O=C(Nc1ccc(Cl)cc1)c1cc(Br)cc(Br)c1O	-7	5
COc1cc(C2=NOC(C(=O)NCc3ccccn3)C2)cc(OC)c1OC (centres undefined)	0	-3
Cc1ccc(S(C)(=O)=NC(=O)c2ccc(-c3cc(C(F)(F)F)nn3C)s2)cc1 (centres undefined)	6	·
COc1ccc(Nc2c(Cl)cc(OC)cc2Cl)cc1	-5	·
C=CCn1c(COc2ccc(C)cc2)nc2ccccc21	0	-25
N#CCCNCC1COc2ccccc2O1 (centres undefined)	-3	0
Cc1nc(CNC(=O)C2CCN(C(=O)Nc3ccc(C)c(C)c3)CC2)cs1	-1	-11
COCCCNC(=O)C1(C)CCC(=O)N1c1ccc(F)cc1 (centres undefined)	2	-4
O=C(CSc1nnc2n1CCCCC2)Nc1c(Cl)cccc1Cl	-3	-8
Cc1ccccc1CNC(=O)C1(C)CCCN(C(=O)Nc2ccc(F)cc2)C1 (centres undefined)	4	-5
COc1ccccc1C(=O)N1CCN(c2nc(CN3CCCCC3)cs2)CC1	-5	1
CCCC(=O)Nc1ccc(O)c(C(=O)CC2OC(=O)c3ccccc32)c1 (centres undefined)	-4	5
O=C(Nc1ccc(F)cc1)Nc1nnc(-c2cccc([N+](=O)[O-])c2)s1	3	-1
C=CCNC(=O)C1CC(c2cccc(C)c2)CN(C(=O)NC(C)C)C1 (centres undefined)	-1	17
O=C1NC(=Nc2ccccc2)S/C1=C/c1cc(Br)cc(Cl)c1O	-3	96*
Cc1ccc(CC(=O)N2CCC(OCc3nc(C4CC4)no3)CC2)cc1	-4	3
COc1cccc(-c2nc(C3CCN(C(=O)c4ccc(C(C)C)cc4)CC3)no2)c1	3	-1
CC1=NCCN1S(=O)(=O)c1cc(C)c(Cl)cc1Cl	1	-6
Cc1cc(C)cc(N2C(=O)CC(Sc3ccccc3N)C2=O)c1 (centres undefined)	-5	·
CCC(=O)N(C)CC(=O)N1N=C(c2ccc(F)cc2)CC1c1ccccc1 (centres undefined)	-4	32
N#Cc1ccc(C(=O)N2CCCC(c3ccnc(Nc4ccccc4)n3)C2)cc1 (centres undefined)	-4	-5
Cc1nc(-c2cc(-c3nc(-c4ccc(C(F)(F)F)cc4)no3)no2)cs1	-5	·
O=C(Nc1ccc(C2(C(=O)NCc3ccc4c(c3)OCO4)CCCCC2)cc1)C1CC1	-5	-11
CCCC1=NN(C(=O)c2cccc(O)c2)C(O)(C(F)(F)F)C1 (centres undefined)	-1	-5
O=[N+]([O-])c1ccc(C=Nc2nc3c(s2)CCCC3)cc1	-2	13
COc1ccc(-c2noc(C3CCCN3C(=O)Nc3cc(OC)cc(OC)c3)n2)cc1 (centres undefined)	-1	22
C=CCNC(=O)c1cc2c(=O)n3ccccc3nc2n(CC)c1=N	5	-3
CCC(C(=O)Nc1ccccc1OC)c1ccccc1 (centres undefined)	3	-21
COc1ccc(-c2coc3cc(OC(=O)C=Cc4ccccc4)ccc3c2=O)cc1OC	-2	-1
O=C(NCCOc1ccccc1)c1ccccc1F	4	-10
CCC(=O)NCc1csc(C2CCN(C(=O)c3ccc(OC)cc3OC)CC2)n1	-2	-18
O=C(c1ccc(F)c(F)c1)N1CCN(c2nnc3ccccn23)CC1	4	-6
Cc1nnc(-c2cccn2CC(=O)Nc2ccccc2C)o1	1	-6
Cc1cccc(CS(=O)(=O)NCC(c2ccccc2)N(C)C)c1 (centres undefined)	-1	-5
Cc1ccc(-c2csc3c(=O)n(CC(=O)Nc4cc(C)cc(C)c4)cnc23)cc1	-4	-9
CN(C)c1ccc(-c2nc3cc(NC(=O)c4ccccc4)ccc3o2)cc1	-3	-5
ON=CC1=C(Cl)c2cc(Cl)ccc2OC1	5&-8	·
NC(=O)c1ccc(NC(=O)C2CC2(c2ccccc2)c2ccccc2)cc1 (centres undefined)	-7	4
N#Cc1c(C#N)c(N)n(N)c1N	·	100*
NNC(=O)CSc1nc2ccccc2s1	-2	-1
CC1(C)CCc2cc(S(=O)(=O)NCc3csc(-c4cccs4)n3)ccc2O1	-1	·
CCc1nccn1Cc1nc(-c2cccc(F)c2)no1	-2	-5
CCN(CCNC(=O)C1CCCN(c2cnn(C)c(=O)c2)C1)Cc1ccccc1 (centres undefined)	-3	6
Cc1cccc(NC(=O)c2ccc(Cl)cc2[N+](=O)[O-])n1	0	4
COc1cncc(C(=O)Nc2cc(F)ccc2Cl)c1	-2	-6
O=C(NC1CCCCC1)c1ccc(CN2CCOCC2)cc1	0	-2
CCN1C(=O)c2cccc3c(NC(=O)Cc4ccc(S(C)(=O)=O)cc4)ccc1c23	1	-6
O=C(NC1CCCC1)C1CCN(C(=O)c2ccc(F)cc2)CC1	-2	-5
COc1ccc(C2CCCN2C(=O)c2cnn3cc(Br)cnc23)cc1 (centres undefined)	9	14
Cc1c(C(=O)O)c(=O)oc2ccccc12	6	0
CC(=O)N1CCN(C2=NC(=O)C(=Cc3ccc(-c4cccc(C(F)(F)F)c4)o3)S2)CC1	0	9
Cc1nc(C(=O)Nc2ccc(F)cc2Cl)c(C)o1	7	-16
CC(C)c1ccc(N2C=NS(=O)(=O)c3cccnc32)cc1	-2	-10
CCCN1CCC(NCc2ccccc2OC)CC1	0	1
COc1cc(C=C2Oc3cc(OC(=O)c4ccccc4)ccc3C2=O)cc(OC)c1OC	-7	3

The list goes on:
SMILES	Pf apPOL block	mHTT-CaM PPI inh
O=C(NCCN1CCCC1)c1ccc(-c2nc(-c3ccc(F)cc3)no2)cc1	-3	3
C1=CSC(=C2SC=CS2)S1	·	15
COc1ccc(C2Nc3ccccc3-c3nnc(SC)nc3O2)c(OC)c1OC (centres undefined)	-9	3
COc1ccc(CNC(=O)c2cc3c(n2C)CCN(Cc2ccccc2)C3)cc1	-2	38

Reformatted with values under each structure: 17 of the compounds above.
Order of values – Pf apPOL block, mHTT-CaM PPI inh
NNC(=O)CSc1nc2ccccc2s1
    -2, -1
CC1(C)CCc2cc(S(=O)(=O)NCc3csc(-c4cccs4)n3)ccc2O1
    -1, ·
CCc1nccn1Cc1nc(-c2cccc(F)c2)no1
    -2, -5
CCN(CCNC(=O)C1CCCN(c2cnn(C)c(=O)c2)C1)Cc1ccccc1 (centres undefined)
    -3, 6
Cc1cccc(NC(=O)c2ccc(Cl)cc2[N+](=O)[O-])n1
    0, 4
COc1cncc(C(=O)Nc2cc(F)ccc2Cl)c1
    -2, -6
O=C(NC1CCCCC1)c1ccc(CN2CCOCC2)cc1
    0, -2
CCN1C(=O)c2cccc3c(NC(=O)Cc4ccc(S(C)(=O)=O)cc4)ccc1c23
    1, -6
O=C(NC1CCCC1)C1CCN(C(=O)c2ccc(F)cc2)CC1
    -2, -5
COc1ccc(C2CCCN2C(=O)c2cnn3cc(Br)cnc23)cc1 (centres undefined)
    9, 14
Cc1c(C(=O)O)c(=O)oc2ccccc12
    6, 0
CC(=O)N1CCN(C2=NC(=O)C(=Cc3ccc(-c4cccc(C(F)(F)F)c4)o3)S2)CC1
    0, 9
Cc1nc(C(=O)Nc2ccc(F)cc2Cl)c(C)o1
    7, -16
CC(C)c1ccc(N2C=NS(=O)(=O)c3cccnc32)cc1
    -2, -10
CCCN1CCC(NCc2ccccc2OC)CC1
    0, 1
COc1cc(C=C2Oc3cc(OC(=O)c4ccccc4)ccc3C2=O)cc(OC)c1OC
    -7, 3
O=C(NCCN1CCCC1)c1ccc(-c2nc(-c3ccc(F)cc3)no2)cc1
    -3, 3
